Pf gamet viab: inhibitors of late stage P. falciparum gametocyte viability. P. falciparum stage V gametocytes, ATP luminescence, 24 h. inhibition, % at 10.9 µM. AID 743093. 150,000 compounds, 0.065% hits;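 active = inhibition above the mean plus 3 SD of compounds within the control limits, set per campaign, cut at about 38% in these data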;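 also: 0% = DMSO wells and 100% = medium only without gametocytes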
Mcl1 Bid PPI: Mcl-1/Bid interaction inhibition; Q07820; TR-FRET Mcl-1/Bid-Dy647 peptide binding, 1536-well; 220,000 compounds, 0.97% hits; inhibition, % at 21.7 µM;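 active = compounds that cut the binding signal by more than half at the single screening dose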;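 also: His-tagged Mcl-1 with europium anti-His antibody binding Bid BH3 peptide; 0% = Mcl-1 plus peptide wells and 100% = peptide-only wells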
Target sequence (Q07820 whole entry, looked up): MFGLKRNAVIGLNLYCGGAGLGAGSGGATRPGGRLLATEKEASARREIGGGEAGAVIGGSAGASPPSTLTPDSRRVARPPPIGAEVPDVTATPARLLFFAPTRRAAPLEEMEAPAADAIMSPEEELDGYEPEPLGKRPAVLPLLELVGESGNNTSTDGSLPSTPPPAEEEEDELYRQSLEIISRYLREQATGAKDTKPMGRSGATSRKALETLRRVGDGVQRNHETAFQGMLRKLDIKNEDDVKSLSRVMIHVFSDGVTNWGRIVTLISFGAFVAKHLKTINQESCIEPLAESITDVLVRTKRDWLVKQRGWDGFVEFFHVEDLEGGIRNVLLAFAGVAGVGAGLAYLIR
Avidin fluor: avidin bead compound fluorescence profile. Avidin beads, compound fluorescence 488/530 nm, flow cytometry; hits give high values. fluorescence (KMESF) at 10 µM. 220,000 compounds, 0.38% hits; in the data active = fluorescence above about 47; also: inactives centre near 10
Mcl1 Noxa PPI: Mcl-1/Noxa interaction inhibition; Q07820; inhibition, % at 21.7 µM; TR-FRET Mcl-1/Noxa peptide binding, 2 h; 220,000 compounds, 1.5% hits;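 active = compounds that cut the protein-peptide binding signal by more than 50% relative to plate controls in a single-dose test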;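 also: His-tagged Mcl-1 with rhodamine Noxa BH3 peptide and terbium anti-His antibody; 0% = Mcl-1 plus Noxa peptide wells and 100% = peptide-only wells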
* = called active by the depositor. Some of the compounds tested. The share of hits here may be higher or lower than overall.

SMILES	Pf gamet viab	Mcl1 Bid PPI	Avidin fluor	Mcl1 Noxa PPI
O=C(O)CC/C(=N\Nc1ccc(S(=O)(=O)N2CCOCC2)cc1[N+](=O)[O-])c1cccs1	-26	-15	7	18
O=C(CSc1n[nH]c(=O)[nH]c1=O)NC1CCCCC1	17	-20	9	7
O=C(OCCNc1ccc(C(F)(F)F)cc1[N+](=O)[O-])c1cc2ccccc2oc1=O	-6	-8	7	21
COC(=O)C(Cc1csc2ccc(Cl)cc12)NC(=O)c1ccc(Cl)cc1 (stereo unspecified)	-2	82*	11	45
CC(C)CN(CC(C)C)CC(O)CN(c1ccccc1)S(=O)(=O)c1ccccc1[N+](=O)[O-] (stereo unspecified)	5	-31	7	1
COc1ccccc1C(=O)NCCC(=O)Nc1cccnc1	15	-27	4	-9
Cc1ccc(C)c(NNC(=O)C(=O)NNc2cc(C)ccc2C)c1	9	-13	7	0
COCCNC(=O)CSc1nc2scc(-c3ccccc3)c2c(=O)[nH]1	-37	-33	10	9
COc1cc2cc(C)c(SCC(=O)N3CCN(C(=O)c4ccco4)CC3)nc2cc1OC	-3	-59	16	17
Cc1cc(/C=C2\NC(=O)NC2=O)c(C)n1-c1ccc(N2CCOCC2)cc1	-5	-45	6	27
CCc1nc2ccccc2c(C(=O)OCC(=O)Nc2cccc(S(=O)(=O)NC3=NCCCCC3)c2)c1C	-2	-11	3	0
Cc1ccc(S(=O)(=O)N2CCCCC2C(=O)Nc2nncs2)cc1 (stereo unspecified)	2	-36	5	-3
CCN(CC)CC(O)Cn1c(-c2ccccc2Cl)nc2ccccc21 (stereo unspecified)	9	-7	8	-18
CC(C)OC1(c2ccccc2)OC(=O)c2ccccc21 (stereo unspecified)	2	12	10	15
Clc1ccc(C[n+]2cc(-c3ccc(Cl)cc3)n3c2CCC3)cc1	6	-2	8	16
Cc1ccc(-n2cc(CN3CCN(C(=O)c4ncn[nH]4)CC3)c(-c3ccc(F)cc3)n2)cc1	10	-104	3	-88
COc1cc(/C=C/C(=O)O)cc(S(=O)(=O)Nc2ccc3nc(C)sc3c2)c1OC	13	-24	11	24
O=C(Nc1ccccc1)N1CCN(C2c3ccccc3-c3ccccc32)CC1	11	-6	9	0
O=C(NNS(=O)(=O)c1ccc(C(F)(F)F)cc1)c1cnn(-c2ccccc2)c1C(F)(F)F	-2	2	6	14
CCOC(=O)/C(=C\c1ccccc1)NC(=O)c1ccccc1	-3	-7	7	6
N#C/C(=N/Nc1ccc(OC(F)(F)F)cc1)C(N)=S	3	-6	5	17
COc1ccc(CC(=O)O/N=C(\N)c2ccccn2)cc1	5	-8	4	-12
N#CCCN(CCC#N)S(=O)(=O)c1ccc(C(=O)Nc2nc(-c3ccccc3)c(C(=O)c3ccccc3)s2)cc1	20	-158	8	-438
O=C(Cc1ccc(Br)cc1)Nc1nc2ccccc2[nH]1	7	-6	6	8
O=C1c2nc3cc(-c4ccco4)[nH]n3c(=O)c2CN1Cc1ccccc1	-1	-26	7	16
O=C(NN=C(Cc1ccccc1)Cc1ccccc1)c1ccncc1	-11	-9	3	-3
N/C(CS(=O)(=O)c1ccccn1)=N\OC(=O)c1ccccc1Cl	11	-1	7	15
O=C(OCc1ccccc1)C1=NNC2C(=O)N(c3ccc(Br)cc3)C(=O)C12 (stereo unspecified)	12	-17	8	-6
NC(=O)C1CCN(C2=C(NS(=O)(=O)c3ccccc3)C(=O)c3ccccc3C2=O)CC1	3	-19	1	-1
CC1(C)C2CCC1(C)C(OCCNCCOC(=O)Nc1ccccc1)C2 (stereo unspecified)	2	0	7	-15
COc1ccc(OC)c(/C=N/NC(=O)c2cc3c(OC)cccc3[nH]2)c1	-11	-3	6	0
Cc1cc(O)c(C(C)C)cc1N=Nc1ccccc1C(=O)O	12	-75	7	19
NS(=O)(=O)c1ccc(O)c(NC(=O)c2ccc([N+](=O)[O-])o2)c1	-18	-10	7	-3
Cc1cccc(N(C(=O)CS(=O)CC(=O)Nc2ccc3c(c2)OCO3)C(C)C(=O)NC2CCCC2)c1C (stereo unspecified)	15	-60	9	13
COc1ccc(CCNc2nc3ccccc3n3cnnc23)cc1OC	-3	-10	5	25
CN(c1ccccc1)S(=O)(=O)c1cccc(NC(=O)c2ccncc2)c1	9	-26	10	-12
COc1ccccc1N1CCN(C(=S)NC(=O)/C=C/c2ccccc2)CC1	-2	-3	8	2
Cc1ccc(-c2noc(-c3c(C)noc3C)n2)cc1	4	-13	6	-8
O=C(/C=C/c1cccnc1)c1ccc(O)cc1	6	-49	22	85*
COc1ccc(CC(=O)n2[nH]c(=O)c3ccccc3c2=O)cc1OC	-3	-19	3	-18
CC(=O)Nc1ccc(S(=O)(=O)C(C#N)c2nc3ccccc3nc2NCCO)cc1 (stereo unspecified)	1	-1	7	0
CCC(=O)Nc1ccc(C(=O)CSc2nc(N)cc(N)n2)cc1	3	-106	9	3
CCOC(=O)N1CCC(N2CCCC(C(=O)c3cccc(OC(C)C)c3)C2)CC1 (stereo unspecified)	15	-38	3	-11
O=C(CCl)NC1(C(F)(F)F)C(=O)Nc2c1c(=O)[nH]c(=O)n2-c1ccccc1 (stereo unspecified)	0	-16	3	14
Nc1nnc(CSCc2ccccc2Cl)s1	-13	-6	7	5
O=C1CC(c2ccccc2Oc2cccc(Cl)c2)C(n2cncn2)C(=O)C1C1NCCc2ccccc21 (stereo unspecified)	0	-43	10	-19
Cc1cc(C)cc(OCC(=O)N(Cc2ccc(N(C)C)cc2)C2CCS(=O)(=O)C2)c1 (stereo unspecified)	4	-117	7	-12
CCC1(C)Cc2nc3[nH]c(=S)n(-c4ccccc4C)c(=O)c3cc2CO1 (stereo unspecified)	-2	-59	9	1
CCn1nc(NC(=O)c2ccccc2)c2cc3cccc(C)c3nc21	2	-27	3	4
N#Cc1ccc(C(=O)CSc2n[nH]c(=O)n2-c2cccnc2)cc1	4	-14	2	-12
O=C(CSc1nc2ccccc2o1)N/N=C/c1ccccc1C(=O)O	-4	-19	8	-6
COc1ccccc1NC(=O)NCc1nc(-c2ccc(C(F)(F)F)cc2)no1	-12	-34	7	26
CN=C(C)/C(C(=O)OC)=C(/O)c1ccccc1F	-16	5	9	2
Cc1ccc(-n2c(SCc3ccc(C(=O)O)cc3)nnc2-c2ccncc2)cc1	-40	-1	7	-7
CCOc1ccccc1CN1CCN(CC2=Cc3cc(OC)ccc3OC2)CC1CCO (stereo unspecified)	-18	-86	4	-6
N#CC1C(C#N)N2CCCN2C1c1ccc(Br)cc1 (stereo unspecified)	-14	-25	5	-7
COC(=O)c1scc(S(=O)(=O)C(C)C)c1N/N=C(\C#N)C(=O)c1ccc(Cl)cc1	1	5	11	3
COc1ccc(-c2cn[nH]c2-c2ccc(OCc3ccccc3F)cc2O)cc1OC	-12	-5	7	8
COc1ccc(NC(=O)c2[nH]c(C)c(C(C)=O)c2C)cc1S(=O)(=O)Nc1ccc(Br)cc1	22	-4	3	-14
Cn1nc(C(F)(F)F)c2cc(C(=O)Nc3ccc(F)c(Cl)c3)sc21	7	-4	8	2

3 compounds out of the list, arranged by formula weight, smallest number first.
SMILES	Pf gamet viab	Mcl1 Bid PPI	Avidin fluor	Mcl1 Noxa PPI
N#CC1C(C#N)N2CCCN2C1c1ccc(Br)cc1 (stereo unspecified)	-14	-25	5	-7
CCn1nc(NC(=O)c2ccccc2)c2cc3cccc(C)c3nc21	2	-27	3	4
COc1ccc(-c2cn[nH]c2-c2ccc(OCc3ccccc3F)cc2O)cc1OC	-12	-5	7	8

Records listed above marked active in Mcl1 Noxa PPI:
canonical_smiles	Mcl1 Bid PPI	Avidin fluor	Mcl1 Noxa PPI
O=C(/C=C/c1cccnc1)c1ccc(O)cc1	-49	22	85*

(further entries)
SMILES	Pf gamet viab	Mcl1 Bid PPI	Avidin fluor	Mcl1 Noxa PPI
COc1ccc(Br)cc1C(C[N+](=O)[O-])c1c(N)n(C)c(=O)n(C)c1=O (stereo unspecified)	23	1	8	-11
NC(=O)c1ccc(NC(=O)COC(=O)/C=C/c2ccc3c(c2)OCO3)cc1	-10	-1	3	10
NC(=O)N/N=C/c1ccc2cccc(OCc3ccccc3)c2n1	-7	-3	7	-12
O=S(=O)(NCc1ccccc1)c1cccc2nsnc12	-19	-2	8	27
CC(=O)C1C(c2cccc(F)c2)c2c(n[nH]c2C)CC1(C)O (stereo unspecified)	0	-18	7	-12
CCOC(=O)N/N=C1\CCS(=O)(=O)c2ccc(Cl)cc21	0	2	3	5
O=C(/C=C/c1ccc(F)cc1)Nc1ccc2[nH]c(=O)[nH]c2c1	-22	-32	6	-10
CCOC(=O)C1=C(O)/C(=C/c2cc(C)n(-c3ccccc3)c2C)N=C1C	3	-45	6	3
O=C(NN1C(=O)/C(=C\c2ccc(O)c([N+](=O)[O-])c2)SC1=S)c1ccccc1Cl	7	-5	3	36
Cc1nc2oc3c(=O)[nH]cnc3c2c2c1COC(C)(C)C2	-23	-68	8	40
COc1ccc(NC(=O)COC(=O)Cn2cnc3ccccc3c2=O)cc1OC	-5	-14	10	1
CCOC(=O)C1CCCN(Cc2nc(C3CC3)no2)C1 (stereo unspecified)	-9	-3	6	1
CCCC(=O)Nc1nnc(-c2ccc3c(c2)OCO3)s1	2	-41	7	-16
CCn1c(SCC(=O)N/N=C/c2ccccc2OCC(=O)O)nnc1-c1ccc(C)cc1	11	-43	8	18
CCC(=O)Nc1ccc(C(=O)Cn2ncc(Cl)c(Cl)c2=O)cc1	7	-15	3	45
Cc1nc2c(C)cccc2c2c1CCN2c1ccccc1F	-7	-26	7	5
CCOC(=O)c1cnc(COc2ccccc2Cl)[nH]c1=O	-10	7	5	7
CCCC[C@@H]1CNC(=O)C(=O)N1CC(C)(C)C	14	-44	14	-9
N/N=C/C(=N\Nc1ccc(Cl)cc1)C(=O)c1ccncc1	45*	-26	7	28
COc1ccc(/C=N/NC(=O)Cn2ccnc2C)cc1OC	-5	-16	7	-13
Oc1ccc(CCc2n[nH]c(=S)n2-c2ccc(F)cc2)cc1	-6	-20	3	27
CCCc1nc2sc3c(=O)[nH]cnc3c2c2c1CCCC2	5	-7	8	-7
CCOc1ccc(Nc2nnc(SCc3nc4ccccc4c(=O)[nH]3)s2)cc1	-8	-22	17	17
C#CCSc1nc(=O)c2cccnc2n1-c1ccc(C)cc1	-2	-5	7	4

Six compounds drawn at random from those above:
SMILES	Pf gamet viab	Mcl1 Bid PPI	Avidin fluor	Mcl1 Noxa PPI
CCCc1nc2sc3c(=O)[nH]cnc3c2c2c1CCCC2	5	-7	8	-7
CCCC[C@@H]1CNC(=O)C(=O)N1CC(C)(C)C	14	-44	14	-9
N/N=C/C(=N\Nc1ccc(Cl)cc1)C(=O)c1ccncc1	45*	-26	7	28
Oc1ccc(CCc2n[nH]c(=S)n2-c2ccc(F)cc2)cc1	-6	-20	3	27
CCn1c(SCC(=O)N/N=C/c2ccccc2OCC(=O)O)nnc1-c1ccc(C)cc1	11	-43	8	18
CCOc1ccc(Nc2nnc(SCc3nc4ccccc4c(=O)[nH]3)s2)cc1	-8	-22	17	17

(more compounds)
SMILES	Pf gamet viab	Mcl1 Bid PPI	Avidin fluor	Mcl1 Noxa PPI
OCCN1CCN(C(=S)Nc2cccc(C(F)(F)F)c2)CC1	-7	-75	8	11
COCCSc1ncnc2c1oc1nc3c(cc12)COC(C)(C)C3	8	15	9	17
COc1ccc(C2C3=C(CCCC3=O)NC3=C2C(=O)c2ccccc23)cc1 (stereo unspecified)	1	-44	3	0
COC(=O)c1ccc(C(=O)O)nc1	-12	17	5	17
COCCn1c(-c2cccs2)nc2nc3ccccc3nc21	0	-15	7	-12
NS(=O)(=O)c1ccc(CNC(=O)c2cnccn2)cc1	-13	-24	9	-2
COc1ccc2c(C)cc(SCC(=O)Nc3cc(C(N)=O)cc(C(N)=O)c3)nc2c1	-10	-27	4	4
CCOc1cc(C(=O)NCCc2ccc(S(N)(=O)=O)cc2)cc(OCC)c1OCC	-9	-21	7	-10
CCOc1ccc(CN2CCN(Cc3c(C)nn(CC)c3C)CC2CCO)cc1 (stereo unspecified)	-15	-45	9	-13
COC(=O)[C@H](CC(C)C)NC(=O)Nc1ccc(S(N)(=O)=O)cc1	7	11	10	1
N/C(CS(=O)(=O)c1ccccn1)=N\OC(=O)c1ccc(Cl)cc1	10	-14	8	5
CCOC(=O)C(=NC1CCS(=O)(=O)C1)NNc1cc(Cl)ccc1Cl (stereo unspecified)	-3	-70	7	9
Cc1c(C(=O)N(Cc2ccccc2)Cc2cccnc2)cnn1-c1ccc(F)cc1	-9	-6	6	-2
COc1ccccc1N1C(=O)CSC1=NC(=O)c1ccccc1	-3	1	6	0
Nc1nc(NCc2ccco2)nc(Nc2ccccc2)c1[N+](=O)[O-]	6	-8	2	17
Cc1ncn2cc(-c3ccc(Cl)cc3Cl)[nH]c(=O)c12	-4	7	9	3
O=C(O)C1Cc2ccccc2CN1S(=O)(=O)c1ccccc1 (stereo unspecified)	23	6	9	44
Cc1cccc(N2CN=c3s/c(=C\c4ccccn4)c(=O)n3C2)c1	4	20	7	38
Cc1onc(NC(=O)c2ccc([N+](=O)[O-])o2)c1Br	7	5	6	-1
CCOC(=O)c1sc2nc(C)[nH]c(=O)c2c1C	-14	-7	7	-7
CC1CC(NC(=O)CC#N)CC(C)(C)C1 (stereo unspecified)	-17	3	6	-15

Screening data as filed in PubChem BioAssay.
